# High-throughput results deposited in PubChem BioAssay by Vanderbilt High Throughput Screening Facility.
# Cav32 inh = human Cav3.2 channel inhibition, primary screen; 4% of 100,000 active; B-score at 10 µM; AID 449739; O95180; Cav3.2-expressing cells, Fluo-4 calcium fluorescence FDSS; hits give low values;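 active means single-dose well whose peak fluorescence ratio is a statistical outlier from its plate by either plate-standardised score or position-corrected B-score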
# Numbers without * were called inactive.
# Sample of the layout:
Cav32 inh	smiles
-1.3	O=C(O)CC(NC(=O)OCc1ccccc1)c1ccc(Br)cc1 (stereo not given)
0.96	NC12CC3CC(CC(C3)C1)C2

# The listing, previewed entries included:
Cav32 inh	smiles
-1.3	O=C(O)CC(NC(=O)OCc1ccccc1)c1ccc(Br)cc1 (stereo not given)
0.96	NC12CC3CC(CC(C3)C1)C2
-1.2	COc1ccc(-c2ccc(C(C)=O)cc2)cc1[C@H]1[C@@H]2C=CCC[C@@]2(C)C(=O)N1Cc1ccccc1
-2.4	CC(=O)c1ccc(NC(=O)CSCC(=O)Nc2ccc3ccccc3c2)cc1
-0.92	COc1ccc(C(=O)Cn2nnc(-c3cccs3)n2)cc1
0.47	Cc1cc(NC(=O)CCN2C(=O)C3C4CCC(C4)C3C2=O)c(C)cc1Br (stereo not given)
0.06	COc1cccc(C(=O)N2CCN(C(=O)c3cccc(F)c3)CC2)c1
2.4	CCn1c(N2CCN(CC(=O)c3c[nH]c4ccccc34)CC2)nc2c1c(=O)[nH]c(=O)n2C
0.073	CCSc1nnc(Nc2ccc(C)cc2)s1
0.32	COc1cc2nc(=S)n3[nH]c(CCn4nc(C)cc4C)nc3c2cc1OC

# Additional results
Cav32 inh	smiles
0.0021	Cc1cc(Cl)c(S(=O)(=O)NC(C(=O)O)c2ccccc2)cc1OCC(N)=O (stereo not given)
1	Nc1nc(-c2cccs2)cs1
1.7	c1ccc(-c2nc3nonc3c3nc4ccccc4n23)cc1
1.2	COC(=O)C1=C[C@@H](C(=O)OC)[C@@H]2C3=C(C(=O)C2(C)C)[C@H](c2ccccc2)[C@@H]2C(=O)N(C)C(=O)[C@@H]2[C@@H]3C1
-3	CC1CCCN(C(=O)C(Cc2ccccc2)n2cccc2)C1 (stereo not given)
-0.26	Cc1cccc(N2CCN(C(=O)c3cccn4c(=O)c5c(C)c(C)sc5nc34)CC2)c1C
-0.18	Cc1cccc2sc(NC(=O)CSCc3ccccc3)nc12
0.063	Cc1nn(C)c(C)c1C1Nc2ccccc2C(=O)N1O (stereo not given)
-6*	COc1ccc(Cl)cc1NC(=O)CSc1nnc(Cc2cccn2C)n1-c1ccc(F)cc1
1.4	CCOC(=O)c1ccc2ncc(C(=O)OCC)c(NCCN(C)C)c2c1

# Next section.
Cav32 inh	smiles
-0.85	O=C(CN1CCOCC1)Nc1ncccn1
0.0032	O=C(NC1CCCCC1)/C(=N\O)c1ccccn1
0.2	CCCCSc1nc(C)[nH]c1[N+](=O)[O-]
-0.044	CCCCn1c(NC(C)=O)c(C#N)c2nc3ccccc3nc21
0.0051	CCOC(=O)c1c(C)nc2sc3c(=O)n(-c4ccc(C)cc4)cnc3c2c1-c1ccc(OC)cc1
0.22	CC1CCCCN1CCNS(=O)(=O)c1ccc2c(c1)oc(=O)n2C (stereo not given)
0.9	C#CC[N+]1(CC#Cc2ccccc2)CCOCC1
-1.4	CCc1c(-c2ccccc2)nc2nc(C)c(C)nn12
0.68	Cc1[nH]c2ccccc2c1CCN(Cc1cccs1)C(=S)Nc1ccccc1
-0.57	CCC(C)C(NC(=O)C1CCC(C)CC1)C(=O)NC(CCSC)C(=O)OC (stereo not given)

# The list continues:
Cav32 inh	smiles
-1.2	CC(=O)c1ccc(OCCCC(=O)OCc2nnc(-c3ccc(Cl)cc3)o2)cc1
-0.39	CCCCP(=O)(CCCC)Cc1ccccc1O
-1.2	CC1CN=C(N(C(=O)Nc2ccccc2)c2ccc(F)cc2)S1 (stereo not given)
-1.6	OCCN(Cc1ccccc1)Cc1cccc(C(F)(F)F)c1
-0.14	Cc1ccc(C(=O)C2CCN(CC(=O)NC3CCCCC3)CC2)cc1
0.035	CCC(Sc1ccc2nnc(-c3ccc(F)cc3)n2n1)C(=O)OC (stereo not given)
-1.4	Cc1[nH]n(-c2ccccc2)c(=O)c1C(C[N+](=O)[O-])c1ccc(Br)cc1 (stereo not given)
1.5	C(=N\n1cnnc1)/c1cn(-c2cccs2)nc1-c1ccccc1
-0.34	COc1ccc(Cl)cc1NC(=O)c1oc(C)nc1C
-0.38	CCOC(=O)C1CCCN(CC(O)COc2ccccc2C(C)=O)C1 (stereo not given)

# Three entries from above, sorted by the value under Cav32 inh, ascending.
Cav32 inh	smiles
-1.4	Cc1[nH]n(-c2ccccc2)c(=O)c1C(C[N+](=O)[O-])c1ccc(Br)cc1 (stereo not given)
-1.2	COc1ccc(-c2ccc(C(C)=O)cc2)cc1[C@H]1[C@@H]2C=CCC[C@@]2(C)C(=O)N1Cc1ccccc1
0.2	CCCCSc1nc(C)[nH]c1[N+](=O)[O-]

# Next part.
Cav32 inh	smiles
0.21	Cc1cc(C(=O)Nc2nnc(C3CCCCC3)s2)cs1
-2	Clc1ccc(-n2ncc3c(NCC4CCCO4)ncnc32)cc1 (stereo not given)
-0.41	CCOC(=O)c1cc2sc(C)cc2n1CC(=O)N(CC)CC
-3.8	Cn1c(=O)c2c(SCC(=O)Nc3ccc4c(c3)OCCO4)nc(CC(C)(C)C)nc2n(C)c1=O
0.084	Cc1cc(Br)ccc1NC(=O)CN1C(=O)CCC1=O
-0.12	CC(=O)N/C(=C\c1ccccc1Cl)C(=O)O
-0.41	COc1cccc2cc(-c3nnc(SCC(=O)NCc4ccccc4)n3C)oc12
-5*	O=C1c2[nH]nc(-c3ccccc3O)c2C(c2cccc(O)c2)N1Cc1ccco1 (stereo not given)
0.56	Cc1onc(-c2c(Cl)cccc2Cl)c1C(=O)NCCN1CCOCC1
-0.18	Cc1nc2sc(C)c(C)c2c(=O)o1

# Next compounds:
Cav32 inh	smiles
-2.9	CC1(C)Cc2c(C#N)c(N3CCOCC3)nc(Cc3ccccc3)c2CO1
-4.1	COc1cccc(NC(=O)c2ccccc2-c2nc(-c3cccc(C)c3)no2)c1
1.2	Cc1ccc(NC(=O)C(C)N2CCOCC2)c(C(=O)c2ccccc2)c1 (stereo not given)
-1.5	O=C(CSc1nnc(Cc2ccccc2)n1Cc1ccco1)NC1CCCC1
2.6	CC#CCN1c2ccccc2[C@]23C[C@@H](C(=O)OC)N(C(C)=O)C2=NC(C(=O)OC)=C(C(=O)OC)[C@H]13
-0.67	CC(C)Sc1nc2c(c(=O)[nH]c(=O)n2C)n1CCc1ccccc1
-0.26	O=C(Nc1ccccc1)N(CCc1ccncc1)C1CCCCC1
0.35	O=C(C1CC1)N1CCC(C(O)(c2ccccc2)c2ccccc2)CC1
1.3	O=C(Nc1ccc(F)cc1)c1cccnc1N1CCOCC1
-0.11	Cc1nn(CCC#N)c(NC(=O)c2ccc(Cl)cc2Cl)c1P(=O)(Nc1ccc([N+](=O)[O-])cc1)N1CCOCC1 (stereo not given)

# (further entries)
Cav32 inh	smiles
-0.61	Cn1c(=NC(=O)CSCC(=O)N2CCCC2)sc2ccccc21
-0.15	COc1cccc(C2N(c3ccccn3)C(=O)C3CCCN32)c1OC (stereo not given)
0.3	Cc1ccc(/C=N/n2cnnc2)s1
0.54	CC(=O)c1cccc(NC(=S)NC(=O)C(C)C)c1
-0.18	O=C(CCCOc1ccccc1)Nc1ccc(Br)cc1
0.0047	O=C(OCc1ccc(Cl)c(Cl)c1)c1ccccn1
0.1	COc1ccc(/C=N/NC(=O)c2nc(-c3ccccc3)cc(-c3ccccc3)n2)cc1OC
0.97	COCCCNC(=O)C1CCN(C(=O)Nc2ccc(Cl)cc2)CC1
-0.052	C=CCN(CC=C)CC(=O)Nc1ccc(S(N)(=O)=O)cc1
-1.3	Cc1ccc(N(CC(=O)NCc2cccs2)S(=O)(=O)c2cccs2)cc1

# Next part
Cav32 inh	smiles
0.34	COc1ccc(NC2c3ccccc3C(=O)N2Cc2ccco2)cc1OC (stereo not given)
-3	CCCCCNc1nc2ccccc2nc1NS(=O)(=O)c1cccs1
-1.9*	O=C(NCc1ccccc1)C(c1ccccc1)N(Cc1ccc2c(c1)OCO2)C(=O)Cc1cccs1 (stereo not given)
0.97	C[C@H](NC(=O)Nc1cccc(C(F)(F)F)c1)C(=O)O
-2.4	COc1ccc(C(CC(=O)N2CCOCC2)c2c(OC)cc(OC)c3c(-c4ccccc4)cc(=O)oc23)cc1 (stereo not given)
0.26	CCOC(=O)N1CCN(C(=O)CSc2nnc(COc3ccccc3)o2)CC1
-3.3	Cc1ccccc1OC(=O)CCC(=O)OCCCC(F)(F)C(F)(F)F
1.5	COc1ccc(Cl)cc1NC(=O)CN1C(=O)CSC1=O
0.59	CCCC(=O)NCCCc1nc2ccccc2n1C(C)C
-1.7	Cc1ccc(C)c(NC(=O)CSc2nnc(CCCCCNC(=O)OC(C)(C)C)o2)c1

# 3 compounds already listed, ordered by formula weight, ascending.
Cav32 inh	smiles
0.59	CCCC(=O)NCCCc1nc2ccccc2n1C(C)C
-3.3	Cc1ccccc1OC(=O)CCC(=O)OCCCC(F)(F)C(F)(F)F
-1.7	Cc1ccc(C)c(NC(=O)CSc2nnc(CCCCCNC(=O)OC(C)(C)C)o2)c1

# Other entries.
Cav32 inh	smiles
-5*	CN(Cc1ccccc1)C(=O)CN(c1ccc(F)cc1)S(=O)(=O)c1ccc2c(c1)OCCO2
2.7	O=C(Nc1ccccc1Cl)N1CCN(c2ccc3nnc(-c4ccccc4)n3n2)CC1
-0.056	COc1cccc(-c2csc(N3CCN(C(=S)Nc4ccccc4)CC3)n2)c1
0.76	O=P(c1ccccc1)(c1ccccc1)C1CCCO1 (stereo not given)
1	Cc1c2cnn(CC(=O)O)c(=O)c2c(C)n1Cc1ccccc1
-2.2	Cc1c(/N=C/c2ccco2)n(Cc2ccccc2)c2ccccc12
0.14	Cn1cccc1C(=S)N1CCOCC1
0.6	Cc1ccc2cc(C=C(C#N)C#N)c(N3CCCCC3)nc2c1
1.4	Cc1ccc(N2CCCn3c2cc(C)c(C#N)c3=O)cc1Cl
0.71	O=C(Cc1ccc(F)cc1)Nc1c2c(nn1-c1cccc(Cl)c1)CS(=O)C2 (stereo not given)

# (continued)
Cav32 inh	smiles
0.46	COc1cccc(CNC(=O)C2CCC(CNS(=O)(=O)c3cccc4nsnc34)CC2)c1 (stereo not given)
0.45	Cc1cc(=O)[nH]c(Nc2c(C)n(C)n(-c3ccccc3)c2=O)n1
-2.2	Cc1ccc(NC(=O)NC2=N/C(=C(/C#N)C(=O)N3CCCC3)c3ccccc32)cc1
0.41	Cc1cccc(N2CCN(S(=O)(=O)c3ccc4c(c3)n(C)c(=O)c(=O)n4C)CC2C)c1 (stereo not given)
0.43	CCC(=O)Nc1ccc(C(=O)CSc2nnc(-c3ccc(O)cc3)n2CC2CCCO2)cc1 (stereo not given)
1.4	COc1ccc2nc(NC(=O)c3ccc(Br)s3)sc2c1
0.16	COC(=O)c1scc(C)c1N/N=C(\C)c1ccc(F)cc1
-2.1	Nc1c(C(=O)Nc2ccccc2)sc2nc3c(c(-c4ccco4)c12)CCCC3
0.34	CS(=O)(=O)Nc1ccc2c3c(cccc13)CC2
-0.24	CSC1CCCCC1(O)CSc1nc2c(cc1C#N)CCCC2 (stereo not given)

# (cont.)
Cav32 inh	smiles
2.1	O=C(Nc1ccc(-n2cnnn2)cc1)C1CCCCC1
-1.8	CCCn1c(NCc2cccc(OC)c2OC)nc2ccccc21
-0.53	Cc1ccccc1C(=O)N/N=C/c1ccc(OCC(=O)N2CCCCC2)cc1
0.79	CCOCCOC(=O)C(C)Sc1n[nH]c(=O)[nH]c1=O (stereo not given)
-0.34	CC(=O)Nc1ccccc1-c1nc2ccc(C(=O)N3CCN(c4cccc(C)c4)C(C)C3)cc2[nH]c1=O (stereo not given)
-0.36	Cc1nn(CC(=O)Nc2nnc(CC(=O)N3CCCC3)s2)c(=O)c2ccccc12
0.25	CCn1c(CSc2nc3ccccc3s2)nnc1SCC(=O)c1ccc2c(c1)OCCO2
-2.3	COc1ccc(CNC(=O)C2CC(c3ccc(C(F)(F)F)cc3)=NO2)cc1 (stereo not given)
0.53	CC12COC3(C(=O)Nc4nccs4)CC1CCC32C (stereo not given)
0.58	CC(C)Nc1ccc(C(CC(N)=O)NC(=O)Cc2cccc3ccccc23)cc1[N+](=O)[O-] (stereo not given)

# The listing continues:
Cav32 inh	smiles
-0.28	Cc1cccnc1-n1c(CCN2C(=O)c3ccccc3C2=O)nc2ccccc2c1=O
0.25	O=C(NCCc1ccccc1)c1cccnc1
0.18	Cn1c(=O)c(C#N)c(-c2ccccc2)n2cnnc12
1	COc1cc(C=C(C(C)=O)C(C)=O)ccc1O
0.84	CCS(=O)(=O)N1CCC(C(=O)Nc2cc(Cl)ccc2O)CC1
-0.11	COc1ccc(C)cc1S(=O)(=O)N(C)CC(=O)Nc1ccc2c(c1)OCCO2
1.2	COc1cc(N2C(=O)CSC23C(=O)Nc2ccccc23)cc(OC)c1OC (stereo not given)
0.61	O=C(c1ccc(-c2ccccc2)cc1)N1CCC(C(=O)N2CCCC2)CC1
-0.82	Cc1ccc(C(C)C)c(OCc2nc(-c3nonc3N)no2)c1
0.82	CC1(C)CC(=O)C=C(NCCCNC2CCCCC2)C1

# The listing continues:
Cav32 inh	smiles
1.8	N#Cc1c(-c2ccncc2)c2c([nH]c1=S)CCCC2
0.62	CN(C)c1cc(N)c2ccccc2n1 (tested in a mixture with another compound)
1.6	CCOc1ccc(NC(=O)CN2CCN(CC(=O)Nc3ccc(OC)cc3)CC2)cc1
0.52	CCC(C)[C@H](NC(=O)Nc1ccc(Oc2ccccc2)cc1)C(=O)O (stereo not given in full)
0.031	CCN(CC)CCN1C(=O)c2oc3ccc(F)cc3c(=O)c2C1c1ccncc1 (stereo not given)
-0.48	O=C(Nc1ccc2oc(-c3ccccc3)nc2c1)c1ccncc1
-3.3	CC(C)(C)NC(=S)Nc1ccc(Nc2ccccc2)cc1
-0.006	CNC(=O)NC(=O)C(C)OC(=O)c1c(C)noc1C (stereo not given)
-0.43	Cc1ccc(S(=O)(=O)NCCCNS(C)(=O)=O)cc1
-0.015	COc1ccc(-c2n[nH]c(=S)n2Cc2ccco2)cc1

# Reprinted at random: 2 entries already listed
Cav32 inh	smiles
-0.006	CNC(=O)NC(=O)C(C)OC(=O)c1c(C)noc1C (stereo not given)
-0.41	CCOC(=O)c1cc2sc(C)cc2n1CC(=O)N(CC)CC

# Some of the compounds tested, so the mix of outcomes need not match the whole.
